Ecoli WT expand: E. coli BW25113 growth inhibition, expanded screen; OD600 absorbance; growth inhibition, % at 100 µM; 98,000 compounds, 0.15% hits;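 active = growth inhibition above about 50% at one test dose, limit read from the data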;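 note: growth measured after 20 h incubation at 37 °C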
PostGolgi yeast: growth inhibition of a yeast mutant, post-Golgi transport screen; post-Golgi transport phenotypic cell assay; inhibition, % at 10 µM; 98,000 compounds, 0.9% hits;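 note: yeast cells grown in 1536-well plates; yeast grown about 18 h at 30C before absorbance read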
PLAP act: activates human placental alkaline phosphatase. P05187. purified PLAP enzyme, luminescent substrate read-out; active compounds read high. activation fold at 20 µM. 96,000 compounds, 1.2% hits; in the data active = activation fold above about 2
S1P2 ag: agonists of human S1P2 receptor. O95136. activation, % at 4.5 µM. AID 729. S1P2-expressing cell line, agonist reporter read-out. 97,000 compounds, 0.46% hits; in the data active = activation above about 16%;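 note: 0% = vehicle low control and 100% = maximal reference agonist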
Target sequence (O95136 whole entry, looked up): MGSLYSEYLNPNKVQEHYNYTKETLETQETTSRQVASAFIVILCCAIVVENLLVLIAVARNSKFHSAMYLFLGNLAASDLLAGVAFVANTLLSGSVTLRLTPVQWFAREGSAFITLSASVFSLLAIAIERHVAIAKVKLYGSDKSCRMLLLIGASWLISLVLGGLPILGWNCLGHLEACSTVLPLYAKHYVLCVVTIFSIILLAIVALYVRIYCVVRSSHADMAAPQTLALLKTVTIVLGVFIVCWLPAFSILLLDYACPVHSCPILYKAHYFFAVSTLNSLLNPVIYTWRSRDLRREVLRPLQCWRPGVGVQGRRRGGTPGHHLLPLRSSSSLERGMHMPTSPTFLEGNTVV
sEH inhibitor: soluble epoxide hydrolase (human) inhibition; 91,000 compounds, 0.34% hits; recombinant human sEH enzymatic activity assay; P34913; inhibition, % at 2 µM; AID 707; in the data active = inhibition above about 80%; note: values of inactives mirror those of a sister screen read the other way; many of its hits are not listed in these tables
CD11b adhes inh: CD11b/CD18-fibrinogen binding inhibition; P05107+P11215; K562 CD11b/CD18 adhesion to fibrinogen, ATPlite luminescence; Mn2+ added to activate the integrin; inhibition, % at 10 µM; 93,000 compounds, 0.54% hits; AID 1497;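 active = primary inhibition of 50% or more at 10 µM, then 40% or more on retest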; note: some results filed as inactive read as strong as hits
Target sequence (P05107 whole entry, looked up, other chains not shown): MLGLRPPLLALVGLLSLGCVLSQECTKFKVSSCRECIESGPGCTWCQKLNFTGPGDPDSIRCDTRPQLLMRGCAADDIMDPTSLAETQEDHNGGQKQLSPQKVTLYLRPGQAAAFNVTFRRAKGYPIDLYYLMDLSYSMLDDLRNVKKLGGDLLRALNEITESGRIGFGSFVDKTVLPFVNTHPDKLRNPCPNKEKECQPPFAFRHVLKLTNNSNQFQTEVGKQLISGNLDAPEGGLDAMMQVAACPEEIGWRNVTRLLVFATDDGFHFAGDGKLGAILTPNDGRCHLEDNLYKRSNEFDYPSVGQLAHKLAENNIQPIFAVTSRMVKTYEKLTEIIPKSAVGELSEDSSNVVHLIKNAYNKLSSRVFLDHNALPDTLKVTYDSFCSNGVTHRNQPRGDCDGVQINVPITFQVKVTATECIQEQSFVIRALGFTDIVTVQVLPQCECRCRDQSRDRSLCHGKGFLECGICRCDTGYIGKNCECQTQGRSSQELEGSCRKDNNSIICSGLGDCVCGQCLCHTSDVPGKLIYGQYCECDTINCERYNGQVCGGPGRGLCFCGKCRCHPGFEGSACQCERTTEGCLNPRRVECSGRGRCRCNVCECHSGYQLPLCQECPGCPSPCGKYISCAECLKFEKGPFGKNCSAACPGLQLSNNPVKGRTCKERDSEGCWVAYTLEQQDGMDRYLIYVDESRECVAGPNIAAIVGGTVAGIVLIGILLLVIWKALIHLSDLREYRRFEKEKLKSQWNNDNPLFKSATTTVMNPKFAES
S1P2 blocker: antagonists of human S1P2 receptor | O95136 | cell-based S1P2 antagonist assay, inhibition at 5 uM | inhibition, % at 5 µM | 97,000 compounds, 0.21% hits; in the data active = inhibition above about 45%;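 note: CRE beta-lactamase reporter cells expressing human S1P2 stimulated with S1P; 0% = agonist at EC80 alone and 100% = agonist plus reference antagonist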
sEH activator: soluble epoxide hydrolase (human) activation; purified human sEH enzymatic activity, activator screen; 91,000 compounds, 0.04% hits; P34913; activation, % at 2 µM; in the data active = activation above about 37%; note: values of inactives mirror those of a sister screen read the other way
PostGolgi ctrl: inhibits growth of the yeast control strain | efflux-deficient yeast background strain, growth absorbance A615, 16 h | inhibition, % at 10 µM | 98,000 compounds, 5% hits | AID 738
* hit, by the source's call; / = no result given. Cut-off read from the data, not from the text of the source, unless noted: active = inhibition above about 30%; inactive = the rest.

item	Molecule	Ecoli WT expand	PostGolgi yeast	PLAP act	S1P2 ag	sEH inhibitor
1	CCC1CCCCN1CCCn1c(=S)[nH]c2ccccc2c1=O (stereo not drawn)	-11	-3	1.4	-1	12
2	O=C(O)Cc1ccc(C(=O)c2ccc(F)cc2)s1	4	-1	0.9	-4	5
3	CC[n+]1c(/C=C/Nc2ccccc2)oc2ccccc21	9	-10	0.9	-3	2
4	CCSc1nnc2c(n1)OC(C)(C)Nc1ccccc1-2	-4	11	1	-8	/
5	C/C=C(\C)CN1CCN(c2cccc(C)c2C)CC1	10	-6	1.2	5	-5
6	CCOc1ccc(N(C(C)C(=O)NC(C)CC)S(C)(=O)=O)cc1 (stereo not drawn)	3	11	1.3	-4	8
7	O=C(NC(Cc1ccccc1)c1nc2ccccc2[nH]1)C1CC(=O)N(c2ccc3c(c2)OCCO3)C1 (stereo not drawn)	-2	3	1.8	-12	8
8	Cc1cc(C)c(C)c(S(=O)(=O)N2C(=S)NC(=O)C2CC(C)C)c1C (stereo not drawn)	5	1	1.1	-5	7

item	CD11b adhes inh	S1P2 blocker	sEH activator	PostGolgi ctrl
1	14	-12	-10	1
2	2	-2	-6	9
3	7	2	0	5
4	4	2	/	3
5	/	2	5	22
6	3	-6	-7	8
7	12	-5	-6	-7
8	9	-2	-5	33*

Carrying on.
item	Molecule	Ecoli WT expand	PostGolgi yeast	PLAP act	S1P2 ag	sEH inhibitor
9	Cc1ccc(-c2nnn(CC(=O)N3CCN(c4nc5ccccc5s4)CC3)n2)cc1	-11	-11	0.9	-7	-6
10	CCCCCn1c(=O)[nH]c2cc(C(=O)NCCCN(CC)CC)ccc2c1=O	2	-4	1	-6	/
11	COc1cccc(CNC(=O)Cn2nc(-c3ccc(Cl)cc3)ccc2=O)c1	6	7	1.4	-7	23
12	CC1CCCN(S(=O)(=O)c2ccc(C(=O)Nc3nnc(-c4ccccc4Cl)o3)cc2)C1 (stereo not drawn)	-9	6	1.4	-2	82*
13	O=C(NC1CCS(=O)(=O)C1)c1ccccc1C(=O)c1ccccc1 (stereo not drawn)	-6	-1	1	/	/
14	O=C(NCc1ccco1)C1CCCN(S(=O)(=O)c2cccc3nonc23)C1 (stereo not drawn)	1	5	0.8	1	-5
15	CCOC(=O)C1CCCN(C(=O)C2c3ccccc3Oc3ccccc32)C1 (stereo not drawn)	5	-1	1.4	-5	11
16	Cc1nnc(SCC(=O)Nc2cccc(C(F)(F)F)c2)n1Cc1ccco1	-1	5	0.9	/	/

item	CD11b adhes inh	S1P2 blocker	sEH activator	PostGolgi ctrl
9	20	13	6	2
10	1	2	/	7
11	-6	-15	-21	7
12	-24	-15	-82	15
13	-24	/	/	-1
14	-4	-28	4	1
15	-5	-6	-11	16
16	3	/	/	10

Further results.
item	Molecule	Ecoli WT expand	PostGolgi yeast	PLAP act	S1P2 ag	sEH inhibitor
17	COc1cc2c(cc1OC)-c1nnnn1C(C)(C)C2	2	-8	1	-3	3
18	CC(=O)OC(C(=O)NCS(=O)(=O)c1ccc(C)cc1)c1cccnc1 (stereo not drawn)	0	3	1	-3	1
19	CC(=O)c1cccc(NC(=O)C2CCN(S(C)(=O)=O)CC2)c1	11	-1	1	-1	-10
20	CC(=O)C1=C(O)C(=O)N(c2nnn(C)n2)C1c1cccs1 (stereo not drawn)	-5	1	1.1	-5	8
21	COc1ccccc1OCCNc1nc2c(c(=O)n(C)c(=O)n2C)n1C	/	/	/	0	12
22	COc1ccc(CC(=O)Nc2ccc(-c3nnc(-c4ccccc4)o3)cc2)cc1OC	0	-7	1.1	-1	20
23	NC(=O)C1CCN(C2CC(=O)N(Cc3ccc(N4CCCC4=O)cc3)C2=O)CC1 (stereo not drawn)	-13	3	1	-4	3
24	Cc1c(C(=O)OCC(=O)N2CC(=O)Nc3ccccc32)oc2ccc(Br)cc12	-2	4	0.7	-5	8

item	CD11b adhes inh	S1P2 blocker	sEH activator	PostGolgi ctrl
17	1	-15	-1	23
18	-2	9	-1	-1
19	-28	-18	11	23
20	-10	-7	-9	0
21	/	-19	-10	/
22	2	-12	-21	8
23	-4	-14	-3	9
24	17	1	-10	2

(continued)
item	Molecule	Ecoli WT expand	PostGolgi yeast	PLAP act	S1P2 ag	sEH inhibitor
25	CN(C)S(=O)(=O)c1ccc2c(c1)nc(CCC(=O)NCC1CCCCC1)n2C	2	1	1	-5	41
26	CC(Sc1nnc(C2CCCCC2)n1N)C(=O)NCc1ccc2c(c1)OCO2 (stereo not drawn)	3	-7	1.2	-8	5
27	CCCCCCCCn1c(N2CCN(c3cccc(Cl)c3)CC2)nc2c1c(=O)[nH]c(=O)n2C	-10	-3	1.7	-4	-12
28	Cc1onc(-c2ccccc2Cl)c1C(=O)Nc1ccc(S(=O)(=O)N2CCCC2)cc1	-10	-5	1	-5	-25
29	Cc1cnc(C(=O)Nc2ccc3c(c2)CCC3)cn1	6	-3	1	-2	-9
30	CCOc1ccc(NC(=O)c2ccc(CNc3c(NC4CCCCC4)c(=O)c3=O)cc2)cc1	-7	-2	0.9	-1	/
31	O=C(CCSc1ccc(Cl)cc1)NC1CCCCC1	5	0	1	-4	66
32	Cc1csc(NC(=O)C2CCN(C(=O)CSc3nnc(C)n3Cc3ccccc3)CC2)n1	1	12	1.8	-5	7

item	CD11b adhes inh	S1P2 blocker	sEH activator	PostGolgi ctrl
25	-9	14	-39	13
26	3	10	-5	12
27	0	0	9	5
28	-7	19	23	1
29	-6	-5	10	-15
30	-5	5	/	0
31	/	36	-66	6
32	-14	-9	-9	5

Carrying on.
item	Molecule	Ecoli WT expand	PostGolgi yeast	PLAP act	S1P2 ag	sEH inhibitor
33	COc1cccc(C2/C(=C(/O)c3cnn(-c4ccccc4)c3C)C(=O)C(=O)N2CCN(C)C)c1OC (stereo not drawn)	-2	3	/	-5	-6
34	CCN(CC)c1ccc2c(Cl)c(Br)c(=O)oc2c1	3	4	1	-18	-11
35	O=C(CCn1nc(-c2ccccc2)ccc1=O)N1CCN(c2ccccn2)CC1	-1	30	1.3	/	/
36	Cc1cc2cc(CN(Cc3ccc4c(c3)OCO4)C(=O)c3cnccn3)c3nnnn3c2cc1C	-7	-3	1.5	-13	-14
37	COc1ccccc1C(=O)NC(CCSC)C(=O)OCC(=O)NC(=O)NCc1ccco1 (stereo not drawn)	7	-4	1	/	/
38	COc1ccc(N2CCN(C(=O)c3ccncc3)CC2)cc1	-2	-4	0.8	-1	9
39	O=C(COc1ccccc1)NC(Cc1c[nH]c2ccccc12)C(=O)O (stereo not drawn)	1	10	1.6	-3	10
40	Cc1ccc(NC(=O)c2ccc(OC(=O)CCN3C(=O)c4ccccc4C3=O)cc2)cc1	-5	-3	1	-11	4

item	CD11b adhes inh	S1P2 blocker	sEH activator	PostGolgi ctrl
33	/	-15	8	8
34	/	103*	9	10
35	4	/	/	-4
36	-5	8	15	8
37	26	/	/	19
38	-27	-20	-6	3
39	-12	10	-11	26
40	8	2	-1	7

More entries:
item	Molecule	Ecoli WT expand	PostGolgi yeast	PLAP act	S1P2 ag	sEH inhibitor
41	CCc1cccc(Oc2nn[nH]n2)c1	3	2	0.9	-4	25
42	O=C(CCCN1C(=O)CCC1=O)Nc1ccc2c(c1)OCO2	-5	-1	0.9	-8	0
43	CCCCC(=O)N(c1ccc(OC)cc1)C1C=CS(=O)(=O)C1 (stereo not drawn)	-4	-2	0.9	-5	11
44	CC1CCCN(C(=O)CSc2nc3ccccc3o2)C1 (stereo not drawn)	6	-30	1.1	-7	0
45	CCOC(=O)Cc1c(C)nc2cc(-c3ccc(C(C)(C)C)cc3)[nH]n2c1=O	-10	-10	1	-2	4
46	CC1=Nc2ccccc2N=C(NC(=O)CSc2nnnn2-c2ccccc2)C1c1ccccc1 (stereo not drawn)	-18	0	0.9	-5	0
47	CCCSc1nnc(CSc2nc3ccccc3s2)n1-c1ccccc1	-12	0	0.9	-4	-1
48	Cc1ccc(C2CC(C(F)(F)F)n3nc(C(=O)NCC4CCCO4)cc3N2)cc1 (stereo not drawn)	1	10	1.7	-3	-7

item	CD11b adhes inh	S1P2 blocker	sEH activator	PostGolgi ctrl
41	/	2	-23	3
42	1	5	1	1
43	-47	11	-8	24
44	7	-3	-1	21
45	-12	-17	-5	4
46	1	16	-2	16
47	/	9	3	19
48	1	-14	7	0

The list goes on:
item	Molecule	Ecoli WT expand	PostGolgi yeast	PLAP act	S1P2 ag	sEH inhibitor
49	Cc1cc(Cl)c(S(=O)(=O)NCC2CCCO2)cc1OCC(=O)NC1CCCCC1 (stereo not drawn)	1	-10	1	-2	-5
50	COc1ccc(-c2nnc(-c3cc4c(ccc5ccccc54)oc3=O)o2)cc1	-7	14	1	-10	-28
51	COc1ccc(-c2cc3n(n2)CCc2nc4ccccc4n2-3)cc1	-8	4	1.7	-5	-5
52	CCOC(=O)c1cc(C)sc1NC(=O)C1CCC1	5	4	1.3	2	4
53	OCCc1ccc(-c2ccc(Cl)cc2)o1	34	-2	1	-7	11
54	CNC(=O)OCc1cccc(COC(=O)NC)n1	-8	2	1	2	12
55	COc1ccccc1NC(=O)CSc1nc(O)cc(=O)[nH]1	-7	20	1.1	-2	7
56	O=C(COc1ccc(Cl)cc1)Nc1ccccc1N1CCOCC1	-6	6	0.7	-1	-1

item	CD11b adhes inh	S1P2 blocker	sEH activator	PostGolgi ctrl
49	-29	-1	7	10
50	1	12	27	10
51	20	2	4	24
52	-18	-25	-1	8
53	11	-2	-6	10
54	5	12	-12	11
55	-25	-5	-4	6
56	-20	2	1	10

The list continues.
item	Molecule	Ecoli WT expand	PostGolgi yeast	PLAP act	S1P2 ag	sEH inhibitor
57	Cc1cc2[nH]c(=O)c3ccccc3n2n1	5	9	0.9	-4	7
58	COc1ccc(CC(=O)c2ccccc2C(=O)O)cc1	4	-2	1.2	-3	12
59	Cc1nn(C(C)C(=O)NCC2CCCO2)c(=O)c2cc3occc3n12 (stereo not drawn)	-2	8	1.4	/	/
60	Cc1ccc(NC(=O)C2CCN(C(=O)NC3CCCCC3)CC2)cc1	/	/	/	-5	0
61	CCCCNC(=O)Cn1cnc2sc(C(=O)OCC)c(C)c2c1=O	-6	-4	1	-8	/
62	COc1ccc(-c2cc(C(F)(F)F)nc(N3CCCCCC3)n2)cc1	-3	1	0.9	0	6
63	O=C(CC1SCCNC1=O)Nc1cccc(Cl)c1 (stereo not drawn)	9	4	0.9	/	/
64	CCCCn1nnc(NC(=O)CC23CC4CC(CC(C4)C2)C3)n1	-2	8	1	-4	68

item	CD11b adhes inh	S1P2 blocker	sEH activator	PostGolgi ctrl
57	/	-13	-4	21
58	0	11	-12	16
59	-1	/	/	2
60	/	-16	5	/
61	4	0	/	4
62	-19	9	-7	6
63	-33	/	/	4
64	-4	-18	-68	12

Molecules above that contain a Cl atom, in the order listed:
item	Molecule	Ecoli WT expand	PostGolgi yeast	PLAP act	S1P2 ag	sEH inhibitor
11	COc1cccc(CNC(=O)Cn2nc(-c3ccc(Cl)cc3)ccc2=O)c1	6	7	1.4	-7	23
12	CC1CCCN(S(=O)(=O)c2ccc(C(=O)Nc3nnc(-c4ccccc4Cl)o3)cc2)C1 (stereo not drawn)	-9	6	1.4	-2	82*
27	CCCCCCCCn1c(N2CCN(c3cccc(Cl)c3)CC2)nc2c1c(=O)[nH]c(=O)n2C	-10	-3	1.7	-4	-12
28	Cc1onc(-c2ccccc2Cl)c1C(=O)Nc1ccc(S(=O)(=O)N2CCCC2)cc1	-10	-5	1	-5	-25
31	O=C(CCSc1ccc(Cl)cc1)NC1CCCCC1	5	0	1	-4	66
34	CCN(CC)c1ccc2c(Cl)c(Br)c(=O)oc2c1	3	4	1	-18	-11
49	Cc1cc(Cl)c(S(=O)(=O)NCC2CCCO2)cc1OCC(=O)NC1CCCCC1 (stereo not drawn)	1	-10	1	-2	-5
53	OCCc1ccc(-c2ccc(Cl)cc2)o1	34	-2	1	-7	11
56	O=C(COc1ccc(Cl)cc1)Nc1ccccc1N1CCOCC1	-6	6	0.7	-1	-1
63	O=C(CC1SCCNC1=O)Nc1cccc(Cl)c1 (stereo not drawn)	9	4	0.9	/	/

item	CD11b adhes inh	S1P2 blocker	sEH activator	PostGolgi ctrl
11	-6	-15	-21	7
12	-24	-15	-82	15
27	0	0	9	5
28	-7	19	23	1
31	/	36	-66	6
34	/	103*	9	10
49	-29	-1	7	10
53	11	-2	-6	10
56	-20	2	1	10
63	-33	/	/	4

Screens (PubChem BioAssay)
